Assay outcomes (PubChem)
PostGolgi yeast: phenotypic screen on post-Golgi transport, primary screen | inhibition, % at 10 µM | 98,000 compounds, 0.9% hits | post-Golgi transport phenotypic cell assay | AID 739, 2007;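 also: yeast cells grown in 1536-well plates; yeast grown about 18 h at 30C before absorbance read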
sEH act: soluble epoxide hydrolase activators, primary screen, biochemical, human sEH; purified human sEH enzymatic activity, activator screen; activation, % at 2 µM; 91,000 compounds, 0.04% hits; Bifunctional epoxide hydrolase 2 (Homo sapiens), P34913; in the data active = activation above about 37%; also: values of inactives mirror those of a sister screen read the other way
PostGolgi ctrl: growth inhibition of yeast control strain, primary screen, counter-screen for post-Golgi transport modulator project | efflux-deficient yeast background strain, growth absorbance A615, 16 h | inhibition, % at 10 µM | 98,000 compounds, 5% hits | AID 738, 2007
S1P2 blocker: human S1P2 receptor antagonists, primary screen, cell-based; inhibition, % at 5 µM; 97,000 compounds, 0.21% hits; cell-based S1P2 antagonist assay, inhibition at 5 uM; in the data active = inhibition above about 45%;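 also: CRE beta-lactamase reporter cells expressing human S1P2 stimulated with S1P; 0% = agonist at EC80 alone and 100% = agonist plus reference antagonist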
Target sequence (O95136 whole entry, looked up): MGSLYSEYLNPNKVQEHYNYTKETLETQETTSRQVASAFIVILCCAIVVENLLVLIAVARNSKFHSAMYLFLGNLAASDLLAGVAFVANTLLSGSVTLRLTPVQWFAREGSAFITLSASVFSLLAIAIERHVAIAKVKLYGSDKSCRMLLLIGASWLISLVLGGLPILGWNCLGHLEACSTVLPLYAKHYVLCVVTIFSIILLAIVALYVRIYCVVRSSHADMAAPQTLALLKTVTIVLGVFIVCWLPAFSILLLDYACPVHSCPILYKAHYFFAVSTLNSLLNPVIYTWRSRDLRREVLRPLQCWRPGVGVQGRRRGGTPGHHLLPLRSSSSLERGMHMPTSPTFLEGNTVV
CYP2C19 inh: blockers of cytochrome P450 2C19 activity – biochemical, luminescence, ADME assay, primary screen. CYP2C19 Supersomes, luciferin-H EGE luminescence, 30 min. inhibition, % at 5 µM. 96,000 compounds, 21% hits. P33261;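 active = CYP2C19 inhibition above a set limit at 5 µM in the primary screen, cut at about 50% in these data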;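 also: plate controls were negative control wells for no effect and 2.5 mM tranylcypromine positive control for full effect; values of inactives mirror those of a sister screen read the other way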
S1P2 ag: S1P2 receptor agonists, primary screen, cell-based | Sphingosine 1-phosphate receptor 2 (Homo sapiens), O95136 | S1P2-expressing cell line, agonist reporter read-out | activation, % at 4.5 µM | 97,000 compounds, 0.46% hits | AID 729, 2007; in the data active = activation above about 16%;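 also: 0% = vehicle low control and 100% = maximal reference agonist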
CYP2C19 activ: human CYP2C19 activators, primary screen, biochemical, luminescence. recombinant CYP2C19, luciferin-H EGE luminescence; hits give high values; 0 = fully inhibited enzyme, 1 = untreated enzyme. activation factor at 5 µM. 96,000 tested, under 10 active;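 active = activation factor of at least 2 at 5 µM in the primary screen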;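 also: 0 = wells with 2.5 mM tranylcypromine and 1 = vehicle-only wells; values of inactives mirror those of a sister screen read the other way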
hDAT+cocaine: changed hDAT dopamine uptake under cocaine IC80, either direction, primary screen, cocaine antagonist project, cell-based, LLC-PK1 hDAT, [14C]-dopamine uptake, MLSMR; Sodium-dependent dopamine transporter (Homo sapiens), Q01959; LLC-PK1 hDAT cells, [14C]-dopamine uptake with cocaine IC80; actives deviate in either direction; B-score at 10 µM; 110,000 compounds, 1.3% hits;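 active = Z score or B-score, a plate-position-corrected score, falls beyond the plate's 99.7% confidence bounds, in either direction; inactive = both scores lie inside the 99.7% bounds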;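 also: scored against the spread of the other compound wells on the same plate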
Target sequence (Q01959 whole entry, looked up): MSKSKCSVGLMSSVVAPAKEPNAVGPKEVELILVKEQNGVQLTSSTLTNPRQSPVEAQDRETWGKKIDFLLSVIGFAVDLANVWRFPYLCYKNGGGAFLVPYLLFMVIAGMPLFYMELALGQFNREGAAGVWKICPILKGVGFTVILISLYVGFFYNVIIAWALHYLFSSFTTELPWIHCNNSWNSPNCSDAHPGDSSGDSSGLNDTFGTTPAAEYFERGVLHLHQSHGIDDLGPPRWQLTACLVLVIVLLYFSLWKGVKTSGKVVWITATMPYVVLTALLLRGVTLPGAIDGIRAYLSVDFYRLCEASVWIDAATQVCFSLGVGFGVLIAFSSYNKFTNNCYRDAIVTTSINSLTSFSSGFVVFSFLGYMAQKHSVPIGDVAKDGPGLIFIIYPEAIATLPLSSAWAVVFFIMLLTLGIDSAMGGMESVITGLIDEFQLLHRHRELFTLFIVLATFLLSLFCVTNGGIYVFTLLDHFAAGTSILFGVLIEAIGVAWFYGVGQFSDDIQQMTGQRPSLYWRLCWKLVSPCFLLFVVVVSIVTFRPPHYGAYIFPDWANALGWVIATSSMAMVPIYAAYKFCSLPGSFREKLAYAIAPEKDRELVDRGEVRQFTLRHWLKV
sEH inhibitor: soluble epoxide hydrolase inhibitors, primary screen, biochemical, human sEH; Bifunctional epoxide hydrolase 2 (Homo sapiens), P34913; recombinant human sEH enzymatic activity assay; inhibition, % at 2 µM; 91,000 compounds, 0.34% hits; AID 707, 2007; in the data active = inhibition above about 80%; also: values of inactives mirror those of a sister screen read the other way; many of its hits are not listed in these tables
* hit, by the source's call; . = no result given. Rule as the data show it, unless noted: active = inhibition above about 30%; inactive = the rest. Random draw from the library; about 24% have a hit in one of these screens.

SMILES	PostGolgi yeast	sEH act	PostGolgi ctrl	S1P2 blocker	CYP2C19 inh	S1P2 ag	CYP2C19 activ	hDAT+cocaine	sEH inhibitor
O=C(Nc1ccc2nn(-c3ccccc3)nc2c1)c1cccs1	8	-13	-6	-4	-14	-6	1.1	0.54	13
CC(C)c1ccc(C(=O)CC2(O)C(=O)N(CN3CCOCC3)c3ccccc32)cc1 (centres undefined)	-7	11	0	18	78*	-9	0.2	0.44	-7
Cc1ccc(NC(=S)NC(NC(=O)c2ccccc2C)C(Cl)(Cl)Cl)c(C)c1 (centres undefined)	0	24	14	23	15	-9	0.8	-0.55	-27
COc1cc2c(cc1OC)C(c1ccc(C)o1)CC(=O)N2 (centres undefined)	4	.	-2	.	-11	.	1.1	-0.03	.
O=C(c1ccccc1F)N1CCN(c2cccc(C(F)(F)F)c2)CC1	-4	.	4	.	91*	.	0.1	-0.042	.
CC(=O)C1=C(O)C(=O)N(CCC(=O)O)C1c1ccccc1Cl (centres undefined)	-3	-4	6	1	1	0	1	0.52	6
Cc1cc(C)cc(NC(=O)CN(C)S(=O)(=O)c2cccc3nsnc23)c1	0	3	11	17	37	-1	0.6	-0.059	-4
COC(=O)c1cc2occc2n1CC(=O)Nc1ccc(OC)c(OC)c1	-8	-2	1	3	33	-9	0.7	0.3	1
Cc1csc2nc(CNC(=O)C3CCCCC3)cn12	-3	.	4	.	10	.	0.9	0.19	.
CCOC(=O)c1c(C)c(C(=O)NCc2cccs2)c(C)n1C	14	.	15	8	30	-1	0.7	-0.45	.
CCOC(=O)c1[nH]c2cc3c(cc2c1NC(=O)CN1CCc2ccccc2C1)OCO3	13	0	2	16	68*	-10	0.3	.	-2
Cc1ccc(S(=O)(=O)N2CCOCC2)cc1C(=O)NCc1ccc2c(c1)OCO2	13	-9	4	12	25	-4	0.8	-0.028	12

(cont.)
SMILES	PostGolgi yeast	sEH act	PostGolgi ctrl	S1P2 blocker	CYP2C19 inh	S1P2 ag	CYP2C19 activ	hDAT+cocaine	sEH inhibitor
COc1ccc(C(=O)CSc2nnc(-c3cc4ccccc4cc3O)n2Cc2ccco2)cc1	-14	8	56*	15	44	-4	0.6	-0.34	-10
Cc1cc(N2CCN(C(=O)c3ccco3)CC2)n2nc(-c3cccc(Cl)c3)cc2n1	7	.	52*	.	22	.	0.8	0.45	.
Cc1ccc(NS(=O)(=O)c2cccc(C(=O)n3ncc(C#N)c3N)c2)c(C)c1	-1	.	15	.	27	.	0.7	0.58	.
CC(NC(=O)Cc1cccs1)c1ccncc1 (centres undefined)	0	-3	0	11	64*	-7	0.4	-0.33	9
C=CCn1c(P(=O)(O)c2ccccc2)nc2ccccc21	-2	8	1	20	4	-5	1	.	-6
O=C(Nc1cccc2[nH]ncc12)c1ccc(F)cc1	0	10	0	17	8	-5	0.9	-0.41	-10
CCOc1ccc2nc(SC(C)C(N)=O)[nH]c2c1 (centres undefined)	16	3	-1	-2	45	-3	0.6	-0.38	-3
CCCCN(CC)CCNC(=O)CN(C)S(=O)(=O)c1ccc2c(c1)c(=O)n(C)c(=O)n2C	4	.	1	10	7	-6	0.9	-1.5	.
COC(=O)CSC1=C(C#N)C(c2ccc(C)cc2)C2=C(CCCC2=O)N1 (centres undefined)	-6	-10	18	-3	7	-3	0.9	0.16	10
COCC(O)CSc1c([N+](=O)[O-])nc(C)n1Cc1ccc(OC)c([N+](=O)[O-])c1 (centres undefined)	.	8	.	2	.	-7	.	-1.5	-2
Cc1ccccc1OCCCN1CCCC1	7	4	10	5	-11	-2	1.1	-0.35	-5
Brc1ccc(CSc2nnc(-c3ccccn3)n2Cc2ccco2)cc1	3	9	33*	-4	48	-4	0.5	2.5	-7

Next section:
SMILES	PostGolgi yeast	sEH act	PostGolgi ctrl	S1P2 blocker	CYP2C19 inh	S1P2 ag	CYP2C19 activ	hDAT+cocaine	sEH inhibitor
O=C(Nn1cnc2ccccc2c1=O)c1ccccc1Cl	8	.	1	-11	-16	-4	1.2	0.063	.
CCCCCOc1ccc(OC(=O)c2ccncc2)cc1	-5	9	6	19	39	-13	0.6	-1.7	-10
COc1cccc(C2=NOC(C(=O)Nc3cccc(C(C)=O)c3)C2)c1 (centres undefined)	14	6	-2	3	36	-1	0.6	-0.29	-7
O=c1c(-c2ccccc2)c(O)c2cccc3c2n1CCC3	16	6	-5	9	-18	-3	1.2	-0.23	-5
O=C(O)CSc1nnc(-c2ccncc2)n1Cc1ccccc1	0	-2	-2	2	8	-1	0.9	0.17	0
Cc1ccc2nc3sc(-c4nnc(-c5ccccc5[N+](=O)[O-])o4)c(N)c3cc2c1	2	-8	-1	-16	14	-3	0.9	.	8
O=S(=O)(/N=C(/Nc1ccc(F)cc1F)c1ccc(Cl)cc1)c1ccccc1	22	11	0	-8	-6	-12	1.1	-0.29	-8
O=C(CS(=O)CC(=O)N(CC(=O)NC1CCCC1)c1ccc2c(c1)OCCO2)Nc1ccc(F)cc1 (centres undefined)	13	-7	-4	7	11	-3	0.9	1.4	5
CC(C)C(=O)N(Cc1ccccc1)c1ccccn1	11	6	18	9	22	-1	0.8	0.96	-6
O=C(c1cccn2c(=O)c3cc(Br)ccc3nc12)N1CCN(c2ccccn2)CC1	14	-3	15	10	10	-5	0.9	-0.52	4
CCc1cc(C(=O)NCCN(C)C)cs1	-6	-4	11	13	3	-10	1	0.75	4
COc1ccccc1NC(=O)Cn1cnc2c(cnn2-c2ccccc2)c1=O	-7	-3	3	-9	-13	-4	1.1	-0.82	4

Following part
SMILES	PostGolgi yeast	sEH act	PostGolgi ctrl	S1P2 blocker	CYP2C19 inh	S1P2 ag	CYP2C19 activ	hDAT+cocaine	sEH inhibitor
COc1cccc(C2/C(=C(\O)c3ccc(OC)c(OC)c3)C(=O)C(=O)N2c2cc(C)on2)c1 (centres undefined)	-3	.	3	13	-13	-6	1.1	-0.033	.
Clc1ccc(C=NC23CN4CN(CN(C4)C2)C3)cc1	6	-10	22	15	-2	-3	1	-0.00095	10
Cc1nc2ncnn2c(N2CCC(C(=O)NCC3CCCO3)CC2)c1Cc1ccccc1 (centres undefined)	.	0	.	-8	.	-4	.	.	3
Cc1cc(NC(=O)CSc2nnc(Nc3ccccc3)s2)no1	7	6	9	-8	-7	-4	1.1	.	-8
O=C(CN1C(=O)CSC1=O)Nc1ccc(F)c(F)c1F	4	4	-8	24	10	-3	0.9	-0.45	-3
CCN(CC)C(=O)CSc1nnc([C@H](CCSC)NC(=O)OC(C)(C)C)o1	23	2	4	-16	23	-9	0.8	-0.0024	-1
Cc1nn(C)c(C)c1CN(C)S(=O)(=O)c1ccc2ccccc2c1	.	-4	.	50*	.	-2	.	-1.5	4
COc1ccc(NC(=O)Cn2nnc(C(=O)NCc3ccccc3OC)c2N)cc1Cl	0	11	-2	47*	-8	-7	1.1	0.024	-8
COc1cccc(-c2nn(-c3ccccc3)cc2C(=O)NCC(=O)O)c1	-7	5	3	-4	-17	2	1.2	-0.031	-5
C=C(C)c1ccc(C(C)(C)NC(=O)N(Cc2ccccc2)Cc2ccco2)cc1	-18	7	1	-10	-12	-2	1.1	0.052	-7
CC(C)C(=O)Nc1ccc(-c2csc(-c3ccccc3)n2)cc1	1	1	8	5	-4	-3	1	-0.49	-3
CNC(=O)c1c(C)nc(SCC(=O)NCc2ccc(OC)cc2)c(C#N)c1-c1ccco1	4	4	4	4	2	-6	1	.	-5

Following part:
SMILES	PostGolgi yeast	sEH act	PostGolgi ctrl	S1P2 blocker	CYP2C19 inh	S1P2 ag	CYP2C19 activ	hDAT+cocaine	sEH inhibitor
CC(C)c1nnc(NC(=O)c2ccc(S(=O)(=O)N3CCOCC3)cc2)s1	5	.	2	.	-1	.	1	-0.96	.
CN(C)C=Nc1ccc2nn(-c3ccccc3)nc2c1	-2	5	13	-5	4	-7	1	0.069	-6
COc1cc(C)c(S(=O)(=O)N2CCCC2)cc1C	-4	12	-3	2	88*	-1	0.1	0.047	-8
Cc1ccc(-c2nnc(CSc3nnc(C)s3)o2)cc1	11	-10	19	14	17	-1	0.8	0.64	10
O=C(NCc1ccc2c(c1)OCO2)C1CC(c2ccccc2O)=NO1 (centres undefined)	-10	18	8	-23	28	-4	0.7	0.52	-25
COc1ccccc1C(=O)N1CCCC1(C#N)c1ccccc1 (centres undefined)	13	9	8	9	14	-8	0.9	-0.019	-9
COc1ccc(N2C(=O)[C@@H]3Cc4ccccc4CN3C2=O)cc1	0	6	13	3	-5	-7	1.1	-0.082	-4
c1ccc(-n2c(-c3ccncc3)nnc2N2CCOCC2)cc1	-3	12	5	13	31	-8	0.7	0.62	-12
O=C(O)C1CCCCN1S(=O)(=O)c1ccc2ccccc2c1 (centres undefined)	8	-4	8	1	-2	-4	1	0.53	5
CCOC(=O)c1c(NC(=O)CSc2nnc(CNc3ccc(OC)cc3)n2C)sc(C)c1C	0	-9	24	-8	32	-5	0.7	1.1	8
COc1ccc(C(CC(=O)c2ccccc2)C2CCCCC2=O)cc1 (centres undefined)	-2	2	11	-9	53*	-4	0.5	.	1
Cc1cnc(NC(=O)CSc2nc3ccccc3s2)s1	-1	17	1	7	24	-5	0.8	0.35	-17

(continued)
SMILES	PostGolgi yeast	sEH act	PostGolgi ctrl	S1P2 blocker	CYP2C19 inh	S1P2 ag	CYP2C19 activ	hDAT+cocaine	sEH inhibitor
CCOC(=O)/C(C(N)=NC)=C(\O)c1ccccc1	3	-12	15	3	28	0	0.7	-0.021	16
CCOC(=O)C(NC(C)=O)(Nc1cccc(F)c1)C(F)(F)F (centres undefined)	8	-8	-5	-4	47	0	0.5	0.33	9
Cc1cc(NCCO)nc(-n2nc(C)cc2C)n1	2	-9	17	7	-18	-4	1.2	1.7	12
CCOC(=O)c1c(N)c(C#N)c2n1CCCCC2	11	14	5	-14	95*	3	0.1	0.035	-12

Shown with values under each structure: part of the list above.
Value order: PostGolgi yeast, sEH act, PostGolgi ctrl, S1P2 blocker, CYP2C19 inh, S1P2 ag, CYP2C19 activ, hDAT+cocaine, sEH inhibitor
- CCOC(=O)C(NC(C)=O)(Nc1cccc(F)c1)C(F)(F)F (centres undefined)
 : 8, -8, -5, -4, 47, 0, 0.5, 0.33, 9
- Cc1cc(NCCO)nc(-n2nc(C)cc2C)n1
 : 2, -9, 17, 7, -18, -4, 1.2, 1.7, 12
